E-selectin induc = E-selectin induction in HUVECs, primary screen, imaging, HUVEC, immunofluorescence imaging, single point; P16581; normalized: neutral wells 0, TNF-alpha wells 100; activation, % at 7.58 µM; 260,000 compounds, 0.37% hits; AID 686992, 2013;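 active = mean E-selectin-positive cell signal at least 10% of the positive control, reached in at least 60% of replicates, without over 20% cell loss; inconclusive = no rule given, readout overlaps actives, possibly toxicity-flagged; inactive = the rest, including those meeting only one limit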;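 also: in these data hits start at about 27%; measured in HUVEC primary endothelial cells; signal is the percent of cells scored E-selectin positive by PE staining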
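Read-out basis: % PE-positive cells; Test system: HUVEC primary endothelial cells; Technique: immunofluorescence imaging; Dosing: single-point compound dose.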
PglD inh = C. jejuni PglD acetyltransferase inhibitors, primary screen, biochemical, DTNB colorimetric, single point | UDP-N-acetylbacillosamine N-acetyltransferase PglD (Campylobacter jejuni) | purified PglD enzyme, DTNB colorimetric CoA detection | inhibition, % at 12.5 µM | 360,000 compounds, 0.098% hits | AID 602405, 2012; in the data active = inhibition above about 16%, passing the limit was not always enough; inconclusive = no clear call, values can overlap the other calls; also: strong numbers were not always called active
DENV2 CPE rescue = inhibitors of DENV2 cytopathic effect, primary screen, cell-based, plate reader, single concentration | CPE inhibition, % at 9.99 µM | DENV2-infected cells, cytopathic effect rescue | 350,000 compounds, 1.7% hits; in the data active = CPE inhibition above about 20%, passing the limit was not always enough; inconclusive = no clear call, values can overlap the other calls; tested in BHK-21 cells;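 also: 0% = median of neutral control wells and 100% = median of positive control wells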
SIRT5 block = SIRT5 desuccinylase inhibitors, primary screen, biochemical, fluorescence imaging, single point, set 5; NAD-dependent protein deacylase sirtuin-5, mitochondrial (Homo sapiens), Q9NXA8; Purified SirT5, succinyl-peptide AMC, trypsin-coupled fluorescence; inhibition, % at 15 µM; 330,000 compounds, 1.1% hits; in the data active = inhibition above about 15%; inconclusive = no clear call, values can overlap the other calls
Target sequence (Q9NXA8 whole entry, looked up): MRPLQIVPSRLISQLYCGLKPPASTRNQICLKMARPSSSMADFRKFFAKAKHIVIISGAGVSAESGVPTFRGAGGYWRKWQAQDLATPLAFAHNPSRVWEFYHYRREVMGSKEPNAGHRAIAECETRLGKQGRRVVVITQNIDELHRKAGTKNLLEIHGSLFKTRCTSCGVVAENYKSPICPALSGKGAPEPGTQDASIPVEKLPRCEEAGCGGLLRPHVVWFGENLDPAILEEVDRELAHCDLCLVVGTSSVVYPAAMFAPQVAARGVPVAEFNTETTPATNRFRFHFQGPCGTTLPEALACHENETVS
C2C12 statin = suppressors of statin myotoxicity in C2C12 myotubes, primary screen, cell-based, single point, plate reader; C2C12 myotubes + simvastatin, ATP luminescence, 48 h; scaled: DMSO 0, geranylgeraniol control 100; rescue of ATP level, % at 7.49 µM; 330,000 compounds, 0.78% hits;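 active = mean ATP rescue above about 67%, or every replicate alone reaching that limit, limit read from the data, passing the limit was not always enough; inconclusive = no clear call, values can overlap the other calls; inactive = mean under the limit and some replicate under it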;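 also: myotubes were challenged with 10 µM simvastatin during compound exposure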
ERp5 inh = inhibitors of ERp5-driven insulin aggregation, primary screen, biochemical, turbidity, absorbance 650 nm, single point; Protein disulfide-isomerase A6 (Homo sapiens), Q15084; 90 min; inhibition, % at 9.99 µM; 350,000 compounds, 0.05% hits;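 active = mean replicate inhibition above about 25%, with every replicate also reaching it, limit read from the data, passing the limit was not always enough; inconclusive = only one of those two criteria met; inactive = neither criterion met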
Target sequence (Q15084 whole entry, looked up): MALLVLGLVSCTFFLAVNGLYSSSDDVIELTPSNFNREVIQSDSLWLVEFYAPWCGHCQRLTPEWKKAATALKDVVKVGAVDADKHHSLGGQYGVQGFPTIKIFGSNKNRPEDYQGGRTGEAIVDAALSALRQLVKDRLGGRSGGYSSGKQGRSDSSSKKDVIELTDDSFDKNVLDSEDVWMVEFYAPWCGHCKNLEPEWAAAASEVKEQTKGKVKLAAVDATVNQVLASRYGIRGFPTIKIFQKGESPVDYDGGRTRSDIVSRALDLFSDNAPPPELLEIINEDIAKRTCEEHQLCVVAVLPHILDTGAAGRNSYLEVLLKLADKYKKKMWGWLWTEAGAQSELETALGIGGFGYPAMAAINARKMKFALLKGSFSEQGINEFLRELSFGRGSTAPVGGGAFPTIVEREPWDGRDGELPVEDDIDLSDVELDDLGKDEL
S100A4 MyoIIA = inhibitors of S100A4-myosin IIA peptide binding, primary screen, biochemical, fluorescence polarization, TAMRA-MyoIIA peptide | 360,000 compounds, 0.14% hits | inhibition, % at 10.7 µM;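 active = mean inhibition of at least 70% across replicates, with every replicate also reaching that level; inconclusive = mean inhibition reaches 70% but some replicates fall short; inactive = mean inhibition below 70%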
Target sequence (P26447 whole entry, looked up): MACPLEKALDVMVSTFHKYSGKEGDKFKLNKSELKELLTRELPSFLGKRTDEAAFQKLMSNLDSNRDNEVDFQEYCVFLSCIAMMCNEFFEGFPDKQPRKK
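incubation = readout 5 min after mixing, signal stable up to 60 min | system = S100A4 monomer protein | buffer or medium = HEPES pH 7.2 with CaCl2, KCl, NaCl, DTT, Triton | benchmarks = neutral control DMSO, positive control TFP | also added = fluorescent myosin IIA peptide, 5 nM | compound dosing = one concentration per compound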
Active calls of the source: *; ? = inconclusive; nt = no result given. These rows are one share of the data; count on the stated rates, not on these rows.

SMILES | E-selectin induc | PglD inh | DENV2 CPE rescue | SIRT5 block | C2C12 statin | ERp5 inh | S100A4 MyoIIA
CCOc1ccc(N(CC(=O)Nc2cccc(OC)c2)S(=O)(=O)c2c(C)noc2C)cc1 | nt | -8 | 0 | nt | 11 | -10 | -2
C[C@H]1CN([C@@H](C)CO)C(=O)c2cc(C3=CCCC3)cnc2O[C@H]1CN(C)C | 0.2 | -1 | 0 | 5 | 9 | 3 | 1
COc1ccccc1CNC(=S)Nc1cc(C)ccc1C | nt | nt | 0 | -5 | nt | -4 | 0
CCCC(=O)N1CC2(C1)CN(C(=O)C1CCOCC1)[C@@H](CO)c1[nH]c3cc(OC)ccc3c12 | 0.3 | nt | -8 | 1 | nt | -3 | 3
C[C@H]1CN([C@@H](C)CO)C(=O)Cc2cc(NC(=O)NC3CCCCC3)ccc2O[C@H]1CN(C)C(=O)Nc1ccccc1 | -0.1 | 0 | 5 | -6 | 1 | -4 | 11
CC(=O)Oc1cccc(C(=O)Nc2ccc3c(c2)C(=O)N(CC2CCCO2)C3=O)c1 (stereo not drawn) | -0.2 | -3 | 0 | 0 | -3 | 3 | 1
O=C(C[C@@H]1CC[C@H]2[C@@H](COC[C@H](O)CN2Cc2ccccc2)O1)N[C@@H]1CCN(Cc2ccccc2)C1 | 0.2 | -1 | 39* | -4 | 10 | -5 | -6
CN1CCN(C2CN(C3CCCCC3)S(=O)(=O)C2)CC1 (stereo not drawn) | nt | -4 | 15 | -5 | -5 | -2 | 0
CCOc1cc(S(=O)(=O)NCc2ccccc2)c(OCC)cc1-n1cnnn1 | nt | 5 | nt | -4 | 8 | -1 | -8
C=CCn1c(O)c(C2=c3ccccc3=NC2=O)c2ccccc21 | 1.2 | 2 | -2 | 0 | 50 | -1 | -1
CC(C(=O)C12CC3CC(CC(C3)C1)C2)N1CCOCC1 (stereo not drawn) | nt | 3 | 4 | -1 | 0 | 1 | -2
COc1ccc(S(=O)(=O)Oc2cc(C(=S)N3CCOCC3)ccc2OC)cc1 | -0.2 | 1 | -6 | 0 | -9 | 5 | 6
Cc1nccn1CCC(=O)NC1CC(C)(C)Cc2c1cnn2-c1ccccc1 (stereo not drawn) | -0.2 | nt | -10 | -1 | nt | -4 | -7
COC(=O)c1cccc(COC(=O)c2cc3ccccc3oc2=O)c1 | 0.4 | 3 | 7 | -1 | 20 | -1 | 0
COc1ccccc1NC(=O)N(C)C[C@H]1Oc2ncc(C#CCN(C)C)cc2C(=O)N([C@@H](C)CO)C[C@@H]1C | -0.1 | 4 | 4 | 4 | -3 | -1 | -4
CCOc1cc(C(=O)Nn2cnnc2)cc(OCC)c1OCC | 4.1 | 3 | nt | -1 | nt | 5 | 3
COc1ccc(NC(=O)Nc2ccc3c(c2)C(=O)N([C@@H](C)CO)C[C@@H](C)[C@H](CN(C)C)O3)cc1 | -2.0 | 6 | -3 | -1 | -12 | -4 | -2
O=C(NCC1CCCN(C(=O)c2cscn2)C1)c1ccccc1Cl (stereo not drawn) | -1.9 | nt | -6 | -3 | nt | -9 | 0
Cc1ccc(-c2nn(-c3ccccc3)cc2C(=O)Nc2ccc(C(=O)O)cc2)cc1 | nt | nt | 1 | -1 | nt | -1 | -3
Cc1cccn2c(CNCC3OCCc4ccccc43)c(C(=O)N3CCCCC3)nc12 (stereo not drawn) | nt | nt | -9 | -3 | nt | 3 | -11

Reprinted from the part before: three entries, then new ones.
SMILES | E-selectin induc | PglD inh | DENV2 CPE rescue | SIRT5 block | C2C12 statin | ERp5 inh | S100A4 MyoIIA
O=C(NCC1CCCN(C(=O)c2cscn2)C1)c1ccccc1Cl (stereo not drawn) | -1.9 | nt | -6 | -3 | nt | -9 | 0
Cc1ccc(-c2nn(-c3ccccc3)cc2C(=O)Nc2ccc(C(=O)O)cc2)cc1 | nt | nt | 1 | -1 | nt | -1 | -3
Cc1cccn2c(CNCC3OCCc4ccccc43)c(C(=O)N3CCCCC3)nc12 (stereo not drawn) | nt | nt | -9 | -3 | nt | 3 | -11
O=C(CCNC(=O)c1ccc(Cl)cc1)NCc1cccc(C(F)(F)F)c1 | 0.8 | -2 | -1 | 0 | 0 | 3 | -2
CCOc1ccc(S(=O)(=O)NCCC(=O)N2CC=C(c3ccccc3)CC2)cc1 | 0.4 | -1 | 6 | 1 | -10 | -21 | -11
O=C(c1cccc2ccccc12)C1CCCN(C(=O)c2ccc(N3CCOCC3)cc2)C1 (stereo not drawn) | nt | 10 | 3 | 0 | 0 | -4 | -4
COc1ccc(-c2csc(Nc3ncccn3)n2)cc1C | 0.3 | 1 | 0 | -3 | 1 | 0 | -4
CC(C)CC#Cc1cnc2c(c1)C(=O)N([C@@H](C)CO)C[C@@H](C)[C@@H](CN(C)C(=O)c1cnccn1)O2 | 0.8 | -7 | 8 | -3 | 8 | 2 | 10
O=C(C[C@H]1C=C[C@@H](NC(=O)c2ccncc2)[C@H](CO)O1)NCC1CC1 | -0.1 | -6 | -4 | -1 | 4 | 8 | -6
O=C(C1CC1)N1CC2(C1)[C@H](c1ccccc1)[C@@H](CO)N2S(=O)(=O)c1ccccc1 | 0.2 | nt | -6 | 3 | nt | 1 | -11
O=C(NC1CCCC1)c1cc(-c2ccccc2)on1 | -0.2 | 2 | 4 | -19 | -5 | 2 | 2
O=Cc1cccc(Oc2ccc([N+](=O)[O-])cc2[N+](=O)[O-])c1 | nt | nt | nt | 0 | nt | -8 | 8
Nc1nc(SCc2ccc(Br)cc2)[nH]c(=O)c1-c1ccccc1 | nt | -4 | -10 | -4 | 3 | -7 | 0
O=C(NNS(=O)(=O)c1ccccc1)c1cccnc1 | 3.5 | nt | -4 | -1 | nt | 0 | 2
CSc1ccc(S(=O)(=O)N(C)Cc2ccccc2)cc1 | nt | nt | -7 | -4 | nt | 2 | 4
CC(C)C#Cc1cnc2c(c1)C(=O)N([C@@H](C)CO)C[C@@H](C)[C@@H](CN(C)C(=O)Cc1ccncc1)O2 | -0.2 | -3 | -6 | -4 | -28 | -2 | -5
COc1ccc(S(=O)(=O)N2CCOCC2)cc1C(=O)Nc1ccc(N2CCCCCC2)cc1 | nt | 2 | 14 | -1 | -38 | -9 | -4
COc1ccc(N2CCN(CCNC(=O)Nc3ccc(C)c(Cl)c3)CC2)cc1 | -0.1 | -6 | 1 | -7 | -10 | 4 | -5
CCCNC(=O)N[C@@H]1CC[C@@H](CCn2cc(C3CCCCC3)nn2)O[C@@H]1CO | -0.4 | -1 | 9 | -1 | -4 | 12 | -5
Fc1ccc(OCc2nc3ccccc3s2)cc1 | nt | nt | 0 | 5 | nt | -2 | 2
CC(C)NCc1cc(Br)ccc1OCc1ccccc1 | 7.1 | nt | 5 | -2 | 5 | 2 | 12
C[C@@H]1CCCCO[C@@H](CN(C)CC2CC2)[C@H](C)CN([C@@H](C)CO)C(=O)c2cc(NS(=O)(=O)c3ccccc3)ccc2O1 | 0.0 | -9 | ? | -2 | nt | 7 | 12
O=C(COC(=O)c1ccc([N+](=O)[O-])o1)NC1CCS(=O)(=O)C1 (stereo not drawn) | nt | nt | 2 | 3 | nt | 0 | -1

Shown as a hit in DENV2 CPE rescue, of those listed so far:
compound | PglD inh | DENV2 CPE rescue | SIRT5 block | ERp5 inh | S100A4 MyoIIA
O=C(C[C@@H]1CC[C@H]2[C@@H](COC[C@H](O)CN2Cc2ccccc2)O1)N[C@@H]1CCN(Cc2ccccc2)C1 | -1 | 39* | -4 | -5 | -6

Additional structures follow:
SMILES | E-selectin induc | PglD inh | DENV2 CPE rescue | SIRT5 block | C2C12 statin | ERp5 inh | S100A4 MyoIIA
O=C1C=C(c2ccccc2)CO1 | 0.6 | -1 | 0 | -4 | -3 | 2 | -1
N#C[C@@H]1[C@@H](c2ccccc2)[C@@H](CO)N1S(=O)(=O)c1ccc(-c2ccccc2)cc1 | -0.4 | -3 | ? | 3 | 5 | -2 | 15
CCOc1cc(N2CCOCC2)c(OCC)cc1NC(=O)C(C)C | 1.1 | -1 | -4 | 1 | 3 | 0 | 1
CCOC(=O)c1c(S(=O)(=O)NCCCc2ccco2)c(C)n(C)c1C | nt | 1 | 0 | -1 | -1 | 4 | -4
O=c1[nH]cnc(O)c1C(c1ccc([N+](=O)[O-])cc1)c1c(O)nc[nH]c1=O | nt | -13 | -3 | 9 | 0 | 7 | -1
COc1ccc2c3c([nH]c2c1)[C@H](CO)N(Cc1cccc(Cl)c1)CC31CN(C(C)=O)C1 | -0.5 | nt | 12 | 7 | nt | 2 | 6
O=C(Cc1ccc(Br)cc1)Nc1ncc([N+](=O)[O-])s1 | -0.1 | 4 | 9 | -3 | nt | -2 | 3
CC(=O)N(C)C[C@H]1[C@@H](c2ccc(-c3ccccc3F)cc2)[C@@H](CO)N1C(C)=O | -0.6 | 4 | -5 | 0 | 5 | 3 | -2
CCN(Cc1nc2cc(Cl)ccc2c(=O)[nH]1)C(=O)c1cc(C2CC2)nn1-c1ccccc1 | 0.4 | nt | -5 | 1 | nt | 5 | 0
O=C(NCc1ccncc1)c1nc(-c2cccs2)no1 | nt | nt | -1 | 2 | nt | -3 | -2
COC(=O)c1ccc(C(=O)OC)c(NC(=O)C(C)(C)C)c1 | 0.2 | nt | 5 | -1 | nt | 2 | 2
CCc1nc2ccc(C(=O)Nc3ccc(NC(C)=O)cc3)cn2c1N(C)C(=O)Cc1ccccc1 | -0.5 | -4 | -10 | nt | 3 | 3 | 1
CS(=O)(=O)N1CCC(C(=O)NCCc2ccccc2)CC1 | nt | -1 | nt | nt | 9 | -4 | -3
C[C@@H]1CN([C@@H](C)CO)C(=O)Cc2cc(NS(=O)(=O)c3ccc(Cl)cc3)ccc2O[C@H]1CN(C)C(=O)NC1CCCCC1 | 0.4 | -1 | -14 | 1 | 0 | 6 | -33
C[C@@H]1CN([C@H](C)CO)C(=O)c2cc(NC(=O)Nc3cccc4ccccc34)ccc2O[C@@H](C)CCCCO[C@H]1CN(C)Cc1ccc2c(c1)OCO2 | 0.9 | 1 | -23 | nt | -540 | nt | nt
O=C(c1ccc(-c2ccccc2)c(F)c1)C1CCCN(C(=O)c2cncs2)C1 (stereo not drawn) | -0.1 | 1 | 4 | 2 | 8 | 4 | -4
CCCc1cc(=O)[nH]c(NCCc2ccccc2)n1 | 0.1 | -2 | 3 | 0 | -17 | -1 | -2
CCOC(=O)c1cnc2c(-c3ccccc3)cnn2c1C | nt | nt | -3 | -3 | nt | -4 | -6
COc1ccc(CCNS(=O)(=O)c2cc3c(cc2C)NC(=O)CO3)cc1OC | -0.5 | 5 | 11 | 2 | -13 | 4 | 22

By substructure: the entries above with a furan ring, fused or not (two)
SMILES | E-selectin induc | PglD inh | DENV2 CPE rescue | SIRT5 block | C2C12 statin | ERp5 inh | S100A4 MyoIIA
O=C(COC(=O)c1ccc([N+](=O)[O-])o1)NC1CCS(=O)(=O)C1 (stereo not drawn) | nt | nt | 2 | 3 | nt | 0 | -1
CCOC(=O)c1c(S(=O)(=O)NCCCc2ccco2)c(C)n(C)c1C | nt | 1 | 0 | -1 | -1 | 4 | -4

Screens deposited in PubChem by Broad Institute.
